Source: PubChem BioAssay
Polio RdRp inh – poliovirus RdRp elongation inhibitors, primary screen, biochemical, fluorescence polarization, total intensity; poliovirus polymerase elongation; active compounds read low; % elongation, % (compound at 16.7 µg/mL); actives 0.66% (n = 150,000); AID 588519, 2011; in the data active = % elongation below about 90%; also: some results filed as inactive read as strong as hits
Target sequence (P03300 1749-2209 limits assumed): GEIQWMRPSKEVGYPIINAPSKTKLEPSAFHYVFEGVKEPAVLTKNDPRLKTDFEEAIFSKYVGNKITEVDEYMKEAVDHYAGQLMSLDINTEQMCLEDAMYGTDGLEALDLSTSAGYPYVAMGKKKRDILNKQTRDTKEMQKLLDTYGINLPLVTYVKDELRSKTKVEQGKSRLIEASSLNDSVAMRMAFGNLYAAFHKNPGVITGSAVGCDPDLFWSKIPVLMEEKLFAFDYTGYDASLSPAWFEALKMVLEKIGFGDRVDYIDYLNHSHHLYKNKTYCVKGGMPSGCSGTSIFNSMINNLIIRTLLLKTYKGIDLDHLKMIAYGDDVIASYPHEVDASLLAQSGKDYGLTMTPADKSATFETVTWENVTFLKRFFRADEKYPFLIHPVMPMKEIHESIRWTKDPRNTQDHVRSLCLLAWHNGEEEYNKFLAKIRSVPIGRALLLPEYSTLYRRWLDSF
Polio RdRp inh FP z-score – also measured in Polio RdRp inh; calls as there; z-score; measured here: FP z-score; hits read low
* = called active by the depositor; & = joins results of further samples. This is a subset, so the mix of outcomes need not match the whole.

compound | Polio RdRp inh | Polio RdRp inh FP z-score
c1ccc2c(c1)oc1c(NC3CCCC3)ncnc12 | 104 | 0.8
CCOC(=O)CC(NC(=O)CCc1c(C)nc2c(-c3ccccc3)c(C)nn2c1C)c1ccc(C)cc1 (configuration not stated) | 104 | -0.8
COCC(C)NC(=O)c1ccc(OC(C)=O)cc1 (configuration not stated) | 106 | 0.4
NC(N)=N/N=C/c1ccc2c(c1)OCO2 | 100 | 0.1
Cc1cc(Cl)ccc1NC(=O)C1CCCN1S(=O)(=O)c1ccc2c(c1)CCCC(=O)N2 (configuration not stated) | 106 | -0.1
O=C1c2cccc3c(N4CCCC4)ccc(c23)C(=O)N1c1ccccc1 | 102 | 0.1
COc1ccc2c(c1)OCC1=C2CCC2(C)C(=O)CC=C12 (configuration not stated) | 99 | -1.1
COc1ccccc1NC(=O)CCn1nc(-c2ccccc2)c2ccccc2c1=O | 107 | 0.4
Cc1ccc2c(c1)N(C(=O)N1CCC(C(=O)N3CCCCCC3)CC1)CC(C)O2 (configuration not stated) | 101 | -0.3
O=C(CN1C(=O)CCc2cc(S(=O)(=O)N3CCOCC3)ccc21)NCc1ccccc1 | 102 | -1.1
Cc1occc1-c1nnc(SC(C)C(=O)NC2CCCc3ccccc32)n1-c1ccccc1 (configuration not stated) | 107 | 0.5
COC(=O)c1sccc1N(Cc1ccccc1)S(C)(=O)=O | 101 | 0
c1ccc(Cn2c3ccccc3c3nnc(SCc4ccc5nonc5c4)nc32)cc1 | 99 | -0.2
CSc1[nH]c(=O)[nH]c(=O)c1C#N | 101 | -0.8
CC(C)OCCCNC(=O)CCCn1c(SCC(=O)c2ccc(F)cc2)nc2c(sc3ccccc32)c1=O | 107 | 0.4
CN(C)Cc1ccc2ccc3cccc4ccc1c2c34 | 101 | -0.1
COc1ccccc1C1=Nn2c(Cc3cccc4ccccc34)nnc2SC1 | 93 | -1.4
CCc1nnc(SCC(=O)N(CC)c2cccc(C)c2)c2cc3occc3n12 | 101 | -0.4
O=C(COC(=O)c1ccc2ccccc2n1)Nc1ccc(Cl)c(C(F)(F)F)c1 | 103 | 0.6
C=CCN(c1ccc(OC)cc1)S(=O)(=O)c1cccc(C(=O)OC)c1 | 105 | 0.3
NC(=O)COC(=O)c1sc2ccccc2c1Cl | 99 | -0.7
Cc1ccc(CNC(=O)Cn2ccn(-c3ccccc3)c(=O)c2=O)cc1 | 102 | 0
COc1cccc(C(=O)Nc2cc(C)on2)c1 | 102 | 0.1
CN(CC(=O)NCc1ccc(F)cc1)S(=O)(=O)c1ccc2[nH]c3c(c2c1)CCCC3 | 101 | -1.1
CCS(=O)(=O)N1CC(C)OC(C)C1 (configuration not stated) | 99 | -1.4
CC(C)c1ccc(NC(=O)C(Cc2ccccc2)n2cccc2)cc1 (configuration not stated) | 106 | 0.5
Cc1ccc(C(=O)Nc2c(C(=O)NCc3ccc(Cl)cc3)sc3nc(C)cc(C)c23)cc1 | 91 | -2.3
COc1ccc(NC(=O)c2sc3nc(-c4cccs4)ccc3c2N)cc1OC | 107 | 1.3
CCOc1cc(C(=O)Nc2ccc(S(=O)(=O)Nc3cc(OC)nc(OC)n3)cc2)cc(OCC)c1OCC | 109 | 0.8
CC1(C)Cc2nc3sc(C(=O)NN)c(N)c3cc2CO1 | 100 | -0.3
CCN1CCCC1CNc1nc2ccc(Cl)cc2n2cnnc12 (configuration not stated) | 100 | -0.7
Cc1cc(C)nc(-n2nc(C)c3c2NC(=O)CC3c2cc(F)ccc2F)n1 (configuration not stated) | 103 | -0.9
CC(C)CCNC(=O)CN1C(=O)c2cccnc2Oc2ccccc21 | 104 | -1.1
CC(NC(=O)CN1C(=O)c2cccnc2Oc2ccc(Cl)cc21)c1ccccc1 (configuration not stated) | 109 | 0.7
CCOC(=O)C1=C(CN2CCN(c3ccc(Cl)cc3)CC2)NC(=O)NC1c1ccc(OC)cc1 (configuration not stated) | 100 | -0.4
O=C1C(C=Nc2ccccc2)=C(O)c2ccccc21 | 103 | 0.6
CCc1ccc(-n2c(=O)c3cccnc3n2CC(=O)Nc2ccccc2C(F)(F)F)cc1 | 109 | 0.2
CCn1cc(C(=O)N2CCCCCC2)c(=O)c2cc(S(=O)(=O)N3CCCCC3)ccc21 | 99 | -1.1
S=C(NCc1ccco1)NCc1cccs1 | 97 | -0.4
CC(C)C(=O)OCC(=O)Nc1ccc2c(c1)CCC2 | 103 | 0.2
CCOc1ccc(NC(=O)C(=O)NCCc2ccccc2)cc1 | 101 | -0.6
C=CCn1c(=O)n(CC=C)c(=O)n(CC(=O)NC(C)COC)c1=O (configuration not stated) | 106 | 0.5
CCOc1nc(Nc2ccc(OC)cc2)nc(N2CCOCC2)n1 | 104 | 0.6
CC(=O)Nc1nonc1-c1nc2ccccc2n1Cc1ccccc1Br | 102 | -0.3
CC(C#N)Oc1ccc(C(=O)c2ccccc2)cc1 (configuration not stated) | 101 | -0.2
Cc1c2c(cc3c4c(c(=O)oc13)CCCC4)CN(CCc1ccc(F)cc1)CO2 | 101 | -0.4
CN(C)c1ccc(CNC(=O)c2cccn2-c2nnc(N3CCCCC3)s2)cc1 | 100 | -1.5
Cc1cc(C)c(NC(=O)CCCN2CCCC2)c(C)c1 | 102 | -0.1
Cc1ccc(/C=C/c2onc(C)c2S(=O)(=O)N2CCC(C(=O)Nc3cccc(C#N)c3)CC2)cc1 | 97 | -2
COc1ccccc1NC(=O)CCn1cnc2onc(-c3ccc(F)cc3)c2c1=O | 108 | 0.9
N#Cc1c(/N=C/c2ccccc2)sc2c1CCCC2 | 101 | -0.1
CCNS(=O)(=O)c1ccc(CCC(=O)NCc2ccco2)cc1 | 101 | 0
C=CCOc1ccc(NC(=O)c2cccs2)cc1 | 106 | 2.3
COc1ccc(C(CNC(=O)COc2cc(C)c(Cl)c(C)c2)N2CCCCC2)cc1 (configuration not stated) | 107 | 0.2
CCn1c(CCCCCCN)nnc1SC | 101 | -0.5
CCN(c1ccccc1)S(=O)(=O)c1ccc(NC(=O)c2cc(=O)c3cc(C)ccc3o2)cc1 | 110 | 0.6
Cc1ccc(-c2onc3ccc(C(=O)NCCO)cc23)cc1 | 100 | -0.1
CCc1nnc(NC(=O)CSc2nc3c([nH]c4ccccc43)c(=O)n2-c2ccc(C)cc2)s1 | 105 | -0.5
COc1ccc(C2C(C(=O)O)CC(=O)N2c2ccc(OC)cc2)cc1 (configuration not stated) | 101 | 0.4
CCOC(=O)c1noc2ncnc(NCCc3ccccc3)c12 | 101 | 0

Reprinted at random: 3 records from the list.
compound | Polio RdRp inh | Polio RdRp inh FP z-score
CCOc1ccc(NC(=O)C(=O)NCCc2ccccc2)cc1 | 101 | -0.6
CSc1[nH]c(=O)[nH]c(=O)c1C#N | 101 | -0.8
COc1cccc(C(=O)Nc2cc(C)on2)c1 | 102 | 0.1

Given as labelled records: part of the list above.
Structure: CC(=O)Nc1nonc1-c1nc2ccccc2n1Cc1ccccc1Br
  Polio RdRp inh: 102; Polio RdRp inh FP z-score: -0.3

Structure: CC(C#N)Oc1ccc(C(=O)c2ccccc2)cc1 (configuration not stated)
  Polio RdRp inh: 101; Polio RdRp inh FP z-score: -0.2

Structure: Cc1c2c(cc3c4c(c(=O)oc13)CCCC4)CN(CCc1ccc(F)cc1)CO2
  Polio RdRp inh: 101; Polio RdRp inh FP z-score: -0.4

Structure: CN(C)c1ccc(CNC(=O)c2cccn2-c2nnc(N3CCCCC3)s2)cc1
  Polio RdRp inh: 100; Polio RdRp inh FP z-score: -1.5

Shown with two lines to a compound: entries from further up.
Every second line gives: Polio RdRp inh, Polio RdRp inh FP z-score
N#Cc1c(/N=C/c2ccccc2)sc2c1CCCC2
 : 101, -0.1
CCNS(=O)(=O)c1ccc(CCC(=O)NCc2ccco2)cc1
 : 101, 0

Other structures.
compound | Polio RdRp inh | Polio RdRp inh FP z-score
CCn1c(-c2ccc(OC)cc2)csc1=Nc1ccc(NC(C)=O)cc1 | 99 | -0.7
CCC(C)n1c(=O)c2sccc2n2c(CCCC(=O)Nc3ccc(F)cc3)nnc12 (configuration not stated) | 109 | -0.7
CCCCC/C=C\C/C=C\CCCCCCCC(=O)O | 98&100 | -1.1&0
CC(C)CC(=O)n1c(=O)oc2ccccc21 | 99 | -0.5
OCc1nc2ccccc2n1Cc1ccccc1Cl | 102 | 0.2
COc1ccccc1NC(=O)C(C)SC1CCCC1 (configuration not stated) | 103 | 0
Cc1[nH]c(=O)[nH]c(=O)c1S(=O)(=O)N1CCC(C(=O)NC(C)c2ccccc2)CC1 (configuration not stated) | 103 | 0.5
Cc1cccc(N2CCN(C(=O)c3ccc(CS(=O)c4cccc(Cl)c4)o3)CC2)c1C (configuration not stated) | 110 | 0.7
COc1cc(Cl)c(C)cc1NC(=O)CCc1nc2cccnc2n1-c1ccccc1 | 107 | 0.3
COc1ccc(-n2cnnc2SCC(=O)N2CCN(S(=O)(=O)c3ccccc3)CC2)cc1 | 100 | 0.3
Cc1nn(CC(=O)N2CCC(C)CC2)c(C)c1S(=O)(=O)N1CCOCC1 | 103 | 0.2
C=CCOC(=O)c1sc(N2CCCC2=O)c(C(=O)OCC)c1C | 102 | 0.1
CCOC(=O)C1CCCN(c2nc3ccccc3nc2C(C#N)C(=O)OC)C1 (configuration not stated) | 106 | 0.3
CCSc1nc(N)c(C#N)c(-c2ccco2)c1C#N | 100 | 0
CCOC(=O)c1cccc(NC(=O)c2cc3c(Cl)nc4ccc(C)cc4c3s2)c1 | 102 | -0.4
CC(C)CCNC(=O)c1ccc2c(c1)N(Cc1ccccc1F)C(=O)c1ccccc1S2=O (configuration not stated) | 108 | 0.3
CCCC(=O)Nc1ccc(C(=O)CSc2nnc(Cc3ccccc3)o2)cc1 | 106 | 0.3
O=C(Nc1cccc(Cl)c1)C1CCN(c2ccc(C(F)(F)F)cn2)CC1 | 104 | 0.5
O=C1CCCC2=C1C(c1ccc(Cl)cc1)Nc1ccccc1N2 (configuration not stated) | 100 | -0.4
O=C(CSc1nnc2scc(-c3ccc(Cl)cc3)n12)Nc1ccc(F)cc1 | 106 | 0.3
N#CCC1Nc2ccccc2S(=O)(=O)N1 (configuration not stated) | 102 | 0.1
O=C(CN1CCN(C/C=C/c2ccccc2)CC1)Nc1ccccc1C(=O)NC1CC1 | 99 | -0.2
CCOC(=O)c1cc2c(c(CSc3nc4ccccc4c(=O)n3CCN3CCOCC3)c1)OCOC2 | 99 | -0.5
Cn1nc(-c2ccc(Cl)cc2)c2ccccc21 | 101 | -0.3
COCC(=O)N1CCC(n2nnc3cc(F)ccc32)CC1 | 102 | -0.2
O=C1CCC2(C(=O)O)SCCN12 (configuration not stated) | 94 | -1.6
O=C(COC(=O)c1cccc(S(=O)(=O)N2CCCCC2)c1)NCc1ccccc1 | 106 | 0.5
O=C(NCc1ccccc1)c1cn(-c2ccccc2)nc1-c1cccs1 | 100 | -0.4
O=c1c2ccccc2nnn1CN1CCN(S(=O)(=O)/C=C/c2ccccc2)CC1 | 108 | 0.7
Cc1ccc(CNC(=O)c2nnn(CC(=O)Nc3cc(C)ccc3C)c2N)cc1 | 106 | 0.1
NC(CCc1ccccc1Cl)c1ccc2c(c1)OCCO2 (configuration not stated) | 102 | -0.3
Cc1ccc(NC(=O)Cn2c(=O)c(C(F)(F)F)nc3ccccc32)c(C)c1 | 110 | 0.5
CCN(CC)CCOC(=O)c1ccc(NC(=O)Cn2ncc3c2-c2cc(C)ccc2OC3)cc1 | 104 | 0
CCN(CC)S(=O)(=O)c1ccc(N2CCc3ccccc32)nc1 | 103 | -0.1
Cc1ccccc1OCCNC(=O)c1ccco1 | 107 | 0.4
COc1cccc(/C=C2\N=C(SC)SC2=O)c1 | 100 | -0.3
COc1cc(NC(=O)c2cc(Cl)c(OC)c(Cl)c2)ccc1NC(=O)c1cc2ccccc2o1 | 109 | 0.4
Cc1ccccc1N=Cc1sc2ccccc2c1O | 75 | -5.4
O=C(O)CONS(=O)(=O)c1ccc(F)cc1 | 97 | -1.1
Cc1ccc(-n2ncc3c(=O)n(CC(=O)NC4CCCCC4)cnc32)c(C)c1 | 105 | 0.8
CCN1CCc2c(sc(NC(=O)c3ccc(S(=O)(=O)N4CCCC(C)C4)cc3)c2C(=O)OC)C1 (configuration not stated) | 99 | -1.4
Cc1cc(NCC2CCCO2)n2c(nc3ccccc32)c1C#N (configuration not stated) | 101 | -0.2
Cc1noc(C)c1C(=O)N(C)Cc1ccccc1 | 101 | -0.4
CC(C)c1ccc2occ(CC(=O)N(Cc3ccc(F)cc3)C3CCS(=O)(=O)C3)c2c1 (configuration not stated) | 112 | -0.2
CCOc1ccc(NC(=O)c2ccc(F)c(S(=O)(=O)N(CC)Cc3ccccc3)c2)cc1 | 109 | 0.3
COC(=O)C1=C(C)N=c2s/c(=C/c3ccco3)c(=O)n2C1c1ccc(OC)cc1 (configuration not stated) | 102 | 0.5
CN1CCC(O)(c2ccccc2)CC1 | 103 | 0.1
CSc1ccc(Cl)c(C(=O)OCC(=O)NCC2CCCCC2)c1 | 103 | 0.5
CCc1cccc2c1NC(=O)C21OCCO1 | 100 | -0.2
COc1ccc(N2CCN(C(=NCCc3ccccc3)Nc3ccc(C(=O)O)cc3)CC2)cc1 | 100 | -0.4
O=S(=O)(NNc1c(Cl)cncc1Cl)c1ccc2c(c1)OCC2 | 101 | 0
CC(=O)Oc1ccc2c(=O)c(Oc3cc(C)cc(C)c3)coc2c1 | 103 | 0.3
COCc1ccccc1Cn1cnc2ccccc21 | 99 | -0.2
CCS(=O)(=O)c1oc(-c2ccc(F)cc2)nc1S(=O)(=O)c1ccccc1 | 109 | 0.4
S=C(NCc1ccco1)SCc1cn2cccnc2n1 | 103 | 0.1
Cc1nc2nc(NC(=O)C(C)(C)C)[nH]n2c(=O)c1Cc1ccccc1 | 102&100 | -1.1&-0.9
O=C(O)c1ccc(Sc2ccccc2C(=O)O)c(C(=O)O)c1 | 99 | -0.5
COc1cccc(COC(=O)c2ccc3c(c2)C(=O)N(Cc2ccncc2)C3=O)c1OC | 102 | -0.1
CC(Oc1ccc2c(=O)c(-c3ccc(Cl)cc3)coc2c1)C(=O)O (configuration not stated) | 97 | -1
